# APP transl inh = inhibitors of APP translation via 5'UTR reporter, primary screen, APP 5'UTR luciferase, SH-SY5Y cells; SH-SY5Y APP 5'UTR-luciferase reporter, luminescence; inhibition, % at 2 µM; hit rate 0.82% among 190,000; AID 1285, 2008;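 active = inhibition above a set limit, derived from the sample mean plus 3 SD, cut at about 45% in these data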; also: values of inactives mirror those of a sister screen read the other way
# STAT3 blocker = IL-6 driven STAT3 reporter inhibitors, primary screen, U3A cells, luciferase, luminescence, MLSCN library; hit rate 0.89% among 190,000; AID 862, 2007; IL-6 STAT3-luciferase reporter; host cell line lacks STAT1; inhibition, % at 5.5 µM;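 active = inhibition above the mean inhibition across all screened compounds plus 3 SD, cut at about 44% in these data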;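 also: 0% = DMSO only wells and 100% = 100 µM nifuroxazide control wells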
# STAT1 act = STAT1 signaling activators, primary screen, cell-based, HTS, luciferase reporter | NIH 3T3 STAT1-luciferase reporter, IFN-gamma, luminescence; 100% = IFN-gamma alone, no compound | activation (% of control), % at 5.5 µM | hit rate 2.6% among 200,000 | AID 932, 2007;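 active = activation above the screen-wide mean activation plus 3 SD, cut at about 130% in these data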;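 also: raw ratio to IFN-gamma control signal so 100% means no change and 0% no light; values of inactives mirror those of a sister screen read the other way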
# NF-kB expr up = activators of NF-kB expression in neurons, primary screen, cell-based, HTS | human neuronal cells, NF-kB reporter expression; hits give high values | fold change at 12.5 µM | hit rate 1.6% among 190,000 | AID 1239, 2008; in the data active = fold change above about 3.3
# FLuc inh counter = firefly luciferase enzyme inhibitors, primary screen, artefact control for luciferase-based inhibitor screens, biochemical, luminescence, ATPLite. AID 1006, 2008. hit rate 1.5% among 200,000. 10 min. inhibition, % at 10 µM. Luciferin 4-monooxygenase (Photinus pyralis), P08659;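 active = inhibition above about 50% when tested at 10 µM, limit read from the data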
# Target sequence (P08659 whole entry, looked up): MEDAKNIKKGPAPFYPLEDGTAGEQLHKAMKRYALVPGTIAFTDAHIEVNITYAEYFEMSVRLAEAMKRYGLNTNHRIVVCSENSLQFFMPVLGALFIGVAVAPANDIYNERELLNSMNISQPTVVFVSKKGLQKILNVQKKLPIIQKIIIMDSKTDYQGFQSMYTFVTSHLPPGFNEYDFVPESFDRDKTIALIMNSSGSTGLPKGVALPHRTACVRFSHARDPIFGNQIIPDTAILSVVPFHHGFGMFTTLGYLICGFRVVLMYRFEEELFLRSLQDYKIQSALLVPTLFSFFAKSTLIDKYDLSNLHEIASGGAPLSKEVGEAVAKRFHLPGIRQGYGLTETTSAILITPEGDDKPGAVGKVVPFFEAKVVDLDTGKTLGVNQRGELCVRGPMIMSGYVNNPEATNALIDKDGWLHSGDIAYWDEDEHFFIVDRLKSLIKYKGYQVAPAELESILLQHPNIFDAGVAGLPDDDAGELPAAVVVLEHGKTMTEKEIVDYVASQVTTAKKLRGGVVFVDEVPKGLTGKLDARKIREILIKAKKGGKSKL
# STAT3 act = IL-6 driven STAT3 reporter potentiators, primary screen, U3A cells, luciferase, luminescence, MLSCN library; hit rate 0.91% among 190,000; activation (% of control), % at 5.6 µM; IL-6 STAT3-luciferase reporter; 100% = signal with IL-6 EC80 alone;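 active = activation above the screen-wide mean of compound activation plus 3 SD, cut at about 130% in these data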;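 also: 0% = background luminescence of wells with medium and substrate only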
#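 Material: human U3A cells carrying STAT3-luciferase construct. Measured by: reporter luminescence signal. Timing: compound 1 h, then IL-6 6 h at 37 °C.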
# RAM inhibit = inhibitors of the yeast RAM network, primary screen, dse1pr::URA3 reporter, 5-FOA selection; S. cerevisiae dse1pr::URA3 reporter, 5-FOA growth OD615, 2 d; analog-sensitive cbk1-as2 kinase mutant strain; inhibition, % at 50 µM; hit rate 1.8% among 190,000; AID 868, 2007;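 active = inhibition above a set limit, 3 SD over mean compound inhibition, cut at about 8.4% in these data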;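 also: 0% = DMSO-only wells with no growth and 100% = 10 µM 1-NA-PP1 full growth; inhibition rescues growth on 5-FOA so higher OD means more RAM inhibition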
# Hsp70 activator = Hsp70 transcriptional activators, primary screen, cell-based, HeLa, Hsp70 promoter luciferase, luminescence, 10 µM; activation, % at 10 µM; hit rate 0.04% among 200,000; HeLa Hsp70 promoter luciferase reporter; scaled: vehicle 0, proteasome-inhibitor control 100%;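 active = activation above the mean across all tested compounds plus 3 SD, cutoff set per campaign, cut at about 5.5% in these data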;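 also: 100% = MG132 at 30 µM as the positive control and 0% = DMSO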
# STAT1 blocker = STAT1 signaling inhibitors, primary screen, cell-based, HTS, luciferase reporter; NIH 3T3 STAT1-luciferase reporter, IFN-gamma, luminescence; inhibition, % at 5.5 µM; hit rate 0.35% among 200,000; AID 920, 2007;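 active = inhibition above a set limit, the mean inhibition across all tested compounds plus 3 SD, cut at about 34% in these data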;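 also: 0% = IFN-gamma with DMSO and 100% = IFN-gamma with 300 µM nifuroxazide; values of inactives mirror those of a sister screen read the other way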
# APP 5'UTR act = activators of APP 5'UTR luciferase reporter, primary screen, SH-SY5Y cells; SH-SY5Y APP 5'UTR luciferase reporter, luminescence; zero percent = DMSO vehicle wells; activation, % at 2 µM; hit rate 1% among 190,000; AID 1276, 2008;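 active = activation above a set limit, based on mean plus 3 SD of controls, cut at about 140% in these data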; also: values of inactives mirror those of a sister screen read the other way
# Numbers without * were called inactive; / = no result given.
no.	molecule	Hsp70 activator	STAT1 blocker	APP transl inh	NF-kB expr up	STAT1 act	STAT3 act	FLuc inh counter	RAM inhibit	APP 5'UTR act	STAT3 blocker
1	O=C1CCCN1c1ccc(S(=O)(=O)Oc2cccc(Cl)c2)cc1[N+](=O)[O-]	-0.3	14	-8	1.1	87	90	-7	3.6	8	15
2	Brc1ccc(-c2noc(CCc3ccccc3)n2)cc1	0.0	-1	-18	/	101	97	/	/	18	6
3	CCc1ccc(/C=C(\Cl)c2nc3cc(Cl)ccc3c(=O)[nH]2)cc1	-0.1	6	5	1.2	95	101	-3	1.2	-5	0
4	O=C(O)c1ccc(/C=C/c2nc3sc4c(c3c(=O)[nH]2)CCC4)cc1	-0.1	-4	2	1	102	95	-3	3.6	-1	13
5	Cc1ccc(S(=O)(=O)N2CCN(S(=O)(=O)N3CCOCC3)CC2)cc1C	0.0	-1	6	0.99	101	102	-2	4.0	-6	-1
6	Cc1nc2c(C(=O)N3CCCC3)cnn2c(C)c1Cc1c(F)cccc1Cl	-0.3	1	7	1.2	99	97	-4	-0.3	-7	4
7	c1ccc(-n2cc(CN3CCCC(CN4CCCC4)C3)c(-c3ccc4c(c3)OCO4)n2)cc1 (stereo not drawn)	-0.3	-1	-8	0.85	100	98	0	-0.9	8	8
8	NC(=S)N=Nc1c(O)[nH]c2ccc(F)cc12	-0.1	-4	4	1	104	86	-8	2.4	-4	16
9	CCOC(=O)C(C)c1c(C)[nH]c(=S)[nH]c1=O (stereo not drawn)	0.0	2	2	1.1	98	104	-8	1.8	-2	0
10	COc1ccc(C2C(C#N)=C(N)Oc3cc4c(cc32)OCO4)cc1 (stereo not drawn)	-0.1	-4	11	1	101	101	-4	1.7	-11	1
11	CCOC(=O)c1c(NC(=O)CSc2nncn2C)sc(C)c1C	0.1	-4	-4	1.4	99	103	-8	2.7	4	-4
12	CCn1nnnc1SCC(=O)c1ccc(C)cc1	0.1	-26	-45	1.6	126	102	6	0.2	45	0
13	CC1CCCC(NC(=O)COC(=O)CCSc2ccccc2)C1C (stereo not drawn)	-0.2	2	-3	1.3	98	98	-11	1.6	3	8
14	COC(=O)C1=C(C)N(Cc2ccco2)C(=O)N[C@H]1c1cccc(C(F)(F)F)c1	-0.2	5	-1	1	95	104	-3	0.5	1	-7
15	Cc1cccc(NC(=O)C2CCCN2S(=O)(=O)c2cccc3cccnc23)c1 (stereo not drawn)	-0.2	3	2	1.2	98	109	-4	1.4	-2	-1
16	CCOc1cc(NC(=O)C2CCCO2)c(OCC)cc1NC(=O)C1CC1 (stereo not drawn)	-0.3	-3	6	1	103	111	-3	1.7	-6	-9
17	Cc1cc(/C=N/NC(=O)c2cccnc2)c(C)n1CC(C)C	0.0	-42	-12	/	139*	118	64*	0.7	12	-13
18	O=C(NCCCn1ccnc1)c1cc(-c2cccs2)on1	1.5	-51	-19	11*	147*	123	-1	-0.9	19	-26
19	Cc1ccc(COC(=O)c2nn(C)c(=O)c3ccccc23)cc1	-0.1	20	-4	0.86	81	60	1	2.8	5	52*
20	O=C(CN1C(=O)C2C3c4ccccc4C(c4ccccc43)C2C1=O)Nc1ccccc1C(=O)O (stereo not drawn)	-0.4	-3	10	1.2	103	104	-4	7.5	-10	-2
21	Cc1cc2nnc(SC3CCOC3=O)n2c2ccccc12 (stereo not drawn)	-0.3	3	8	1	96	91	-5	0.1	-9	16
22	O=c1[nH]nc(CNc2ccc(OC(F)(F)F)cc2)c2ccccc12	-0.2	-1	-29	0.95	99	89	2	-0.6	29	19
23	COc1ccc(C/C(C)=N/NC(=S)Nc2ccc(C(C)C)cc2)cc1	0.1	0	-5	0.74	100	104	2	-0.1	5	-1
24	CC(c1ccccc1)C1C(C#N)=C(N)OC2=C1C(=O)CC(C)(C)C2 (stereo not drawn)	-0.6	12	3	0.93	89	83	-2	-0.9	-3	24
25	CN(C)/C=C/C(=O)c1cc(F)cc(C(F)(F)F)c1	0.1	-4	-10	1.1	103	103	-5	0.1	10	-1

# Some of these compounds in order of molar mass, descending:
no.	molecule	Hsp70 activator	STAT1 blocker	APP transl inh	NF-kB expr up	STAT1 act	STAT3 act	FLuc inh counter	RAM inhibit	APP 5'UTR act	STAT3 blocker
5	Cc1ccc(S(=O)(=O)N2CCN(S(=O)(=O)N3CCOCC3)CC2)cc1C	0.0	-1	6	0.99	101	102	-2	4.0	-6	-1
15	Cc1cccc(NC(=O)C2CCCN2S(=O)(=O)c2cccc3cccnc23)c1 (stereo not drawn)	-0.2	3	2	1.2	98	109	-4	1.4	-2	-1
11	CCOC(=O)c1c(NC(=O)CSc2nncn2C)sc(C)c1C	0.1	-4	-4	1.4	99	103	-8	2.7	4	-4
4	O=C(O)c1ccc(/C=C/c2nc3sc4c(c3c(=O)[nH]2)CCC4)cc1	-0.1	-4	2	1	102	95	-3	3.6	-1	13

# Carrying on.
no.	molecule	Hsp70 activator	STAT1 blocker	APP transl inh	NF-kB expr up	STAT1 act	STAT3 act	FLuc inh counter	RAM inhibit	APP 5'UTR act	STAT3 blocker
26	Cc1ccc(N2CCN(C(=S)Nc3ccccc3)CC2)cc1	0.0	2	-6	1.1	98	85	-2	1.9	6	20
27	CCc1nc2ccccc2n1CC(O)COCC1CC=CCC1 (stereo not drawn)	-0.2	-9	5	0.92	106	90	-5	0.0	-5	17
28	COc1ccc(C2c3c(oc4ccccc4c3=O)C(=O)N2c2ccc(C)cn2)cc1OC (stereo not drawn)	0.2	1	2	0.96	99	95	-1	0.9	-2	11
29	CCc1ccc(NC(=O)C(C)Oc2nnc(-c3cccs3)c(-c3cccs3)n2)cc1 (stereo not drawn)	-0.3	-5	10	0.96	104	97	-6	6.2	-10	10
30	O=C(O)c1cccc(CSc2nnc(-c3ccco3)o2)c1	-0.3	-8	-7	0.83	107	95	-4	1.9	7	7
31	O=C1Nc2ccccc2C(=O)N2CCCCC12 (stereo not drawn)	-0.1	3	-2	0.92	96	107	-5	4.0	2	-6
32	COc1ccc(OC)c(NC(=O)C2CCN(c3nc(C)cc(C)n3)CC2)c1	-0.4	3	0	1.1	97	95	-5	0.7	0	13
33	N#Cc1c2n(c3c(=O)n(Cc4ccc(Cl)cc4)cnc13)CCCC2	0.2	-10	-5	0.93	109	102	-6	2.8	5	-2
34	C=CCn1c(COc2ccc(CC)cc2)nnc1SCC(=O)N(C)C1CCS(=O)(=O)C1 (stereo not drawn)	-0.2	4	2	1	96	98	2	2.4	-2	5
35	O=C1CN(C(=O)COC(=O)/C=C/c2ccco2)c2ccccc2N1	-0.1	-1	7	0.94	101	111	-8	1.1	-7	-12
36	O=C(O)CCC(=O)NNC(=O)c1ccc(-c2ccccc2)cc1	-0.4	6	10	1.1	94	97	7	1.7	-10	6
37	CCOC(=O)c1ccc(Oc2cc(C)nc(SC)n2)cc1	0.1	-3	19	0.54	103	93	-4	-1.2	-19	10
38	COc1cc2c(cc1OC)CN(C(=O)COc1ccc(C#N)cc1)CC2	-0.5	3	0	0.85	97	103	0	1.8	0	-4
39	COc1ccc(CNC(=O)Cc2c(C(=O)O)[nH]c3ccccc23)cc1	-0.1	-4	-4	0.99	104	109	2	-0.4	4	-5
40	CC(NC(=O)c1ccco1)C(c1cccs1)N1CCOCC1 (stereo not drawn)	-0.1	2	1	1.1	99	101	-4	0.6	-1	4
41	Cc1ccc(C(=O)NCC(=O)NC2CCCC2)cc1	0.3	-1	-13	1.3	99	106	-6	0.7	13	-3
42	CNC(=O)c1ccc(-c2ccc(Cl)c(Cl)c2)s1	-0.3	-20	-60	1.7	118	91	3	0.4	60	14
43	O=C(c1ccccc1-c1ccccc1)N1CCOCC1	-0.4	1	11	1	99	107	-12	0.7	-11	-7
44	COc1ccc(/C=C/C(=O)O/N=C(\N)c2ccccc2)cc1OC	-0.3	-41	-87	2	137*	96	-1	0.0	87	7
45	COc1cccc(C=NCCNC(=O)c2nonc2N)c1O	-0.3	5	-2	0.99	95	101	-5	1.7	2	2
46	CCN(CC)C(=O)NC(c1ccc(C)c(F)c1)C(Cl)(Cl)Cl (stereo not drawn)	-0.4	14	-4	0.98	87	88	-4	0.0	4	17
47	CCCCOc1ccc(NC(=O)C2OC3OC(C)(C)OC3C3OC(C)(C)OC23)cc1 (stereo not drawn)	-0.4	-4	7	0.89	103	96	-4	4.6	-7	4
48	COc1ccc2c(c1OC)C(=O)NC(C)=C(C(=O)OC(C)(C)C)C2O (stereo not drawn)	-0.2	12	-11	1.5	89	101	-5	-1.2	11	3
49	COc1ccc(C2C(C(=O)N3CCOCC3)=C(C)NC3=C2C(=O)CC(C)(C)C3)cc1O (stereo not drawn)	-0.1	-4	1	1.4	104	104	-1	0.1	-1	-5
50	COc1ccc(S(=O)(=O)N2CCN(C3Cc4ccccc4C3)CC2)cc1	-0.1	3	-4	1.2	97	102	-3	-0.5	4	-3

# With a hit mark in STAT1 act, of those listed so far:
No.	Compound	Hsp70 activator	STAT1 blocker	APP transl inh	NF-kB expr up	STAT1 act	STAT3 act	RAM inhibit	APP 5'UTR act
17	Cc1cc(/C=N/NC(=O)c2cccnc2)c(C)n1CC(C)C	0.0	-42	-12	/	139*	118	0.7	12
18	O=C(NCCCn1ccnc1)c1cc(-c2cccs2)on1	1.5	-51	-19	11*	147*	123	-0.9	19
44	COc1ccc(/C=C/C(=O)O/N=C(\N)c2ccccc2)cc1OC	-0.3	-41	-87	2	137*	96	0.0	87

# Additional records.
no.	molecule	Hsp70 activator	STAT1 blocker	APP transl inh	NF-kB expr up	STAT1 act	STAT3 act	FLuc inh counter	RAM inhibit	APP 5'UTR act	STAT3 blocker
51	CSCCC(CO)NC(=O)OCc1ccccc1 (stereo not drawn)	0.2	-1	7	1.2	101	99	-7	-0.3	-7	3
52	O=C(C1CCN(S(=O)(=O)c2cccs2)CC1)N(c1ccccn1)C1CCCCC1	-0.4	-5	-24	1.1	102	105	-3	-0.1	24	4
53	COc1ccc(-c2[nH]ncc2CN(C)Cc2cnccn2)c(OC)c1	0.1	5	-23	0.95	94	99	-6	-0.2	23	5
54	CC1=CC2=NC(=O)CC(C)(C(=O)N(CC(=O)NC(C)(C)C)Cc3cccs3)N2C=C1 (stereo not drawn)	-0.2	-7	-2	1.1	106	96	-10	3.0	3	10

# Compound activity deposited in PubChem by several laboratories.
